HIV fusion peptide – inhibitors of HIV fusion peptide binding, primary screen, biochemical, uHTS, fluorescence dequenching (AID 1986); 0.3% of 290,000 active; inhibition, % at 20 µM, or IC50 in µM where a hit was titrated; cell-free peptide binding, fluorescence dequenching, 30 min; higher % means a stronger effect; in the data active = inhibition mostly above about 52%, no sharp cut-off; inactive = mostly below about 76%; also: some results filed as inactive read as strong as hits
Rac1 GTP hydrolysis – MgcRacGAP GTPase-activating activity inhibitors, confirmation, biochemical, ADP Hunter fluorescence | one-dose inhibition, % at 30 µM; IC50 in µM for titrated hits | MgcRacGAP-stimulated Rac1 GTP hydrolysis, ADP Hunter fluorescence; higher % means a stronger effect; GST-tagged Rac1 F28L mutant substrate | AID 624330, 2012 | 0.6% of 340,000 active;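 active = first-screen hits whose inhibition reached a set limit at any dose in the follow-up dose series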;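 also: fluorescence reports GDP produced by GAP-driven GTP hydrolysis; strong numbers were not always called active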
K1F lysis inhibition – inhibition of K1F phage lysis, E. coli UTI89, bacterial capsule biogenesis inhibitors, alamar blue (AID 488966) | E. coli UTI89 K1F phage lysis, alamar blue, 2 h; higher % means a stronger effect | inhibition, % at 100 µM, or IC50 in µM where a hit was titrated | 0.02% of 340,000 active;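 active = phage lysis inhibition, versus mean bacterial control, above a set limit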;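 also: capsule biogenesis inhibitors block K1F phage lysis so surviving cells raise fluorescence; higher fluorescence means more inhibition of phage lysis; actives were called in the ten point dose series up to 300 µM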
GPR35 antagonists – GPR35 antagonists blocking zaprinast-driven arrestin recruitment, primary screen, imaging, U2OS, beta-arrestin-GFP, zaprinast agonist (AID 2058) | G-protein coupled receptor 35 (Homo sapiens) | U2OS GPR35 beta-arrestin-GFP translocation imaging, zaprinast antagonism; higher % means a stronger effect | inhibition, % at 10 µM, or IC50 in µM where a hit was titrated | 0.052% of 290,000 active;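 active = inhibition of at least 50% with at least 30 cells and total cytoplasm GFP at most 10,000,000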
SV40 large T antigen – SV40 large T antigen inhibitors, biochemical (AID 1903); SV40 large T antigen ATPase/helicase inhibition assay; higher % means a stronger effect; inhibition, % at 20 µM, or IC50 in µM where a hit was titrated; 0.39% of 310,000 active; in the data active = a potency from the dose series; also: strong numbers were not always called active
RSV CPE inhibition – RSV antiviral activity via CPE protection, HEp-2 cells, primary 10 µM value included (AID 2391) | HEp-2 cells, RSV-induced CPE inhibition; higher % means a stronger effect | CPE inhibition, % at 10 µM, or IC50 in µM where a hit was titrated | 0.13% of 310,000 active; in the data active = a potency from the dose series; also: strong numbers were not always called active
Salmonella PhoP GFP – inhibitors of PhoP regulon expression, primary screen, Salmonella Typhimurium, GFP reporter (AID 1863); S. Typhimurium PhoP-regulated promoter GFP reporter, 4 h; higher % means a stronger effect; inhibition, % at 50 µM; hits with a dose series show IC50 in µM; 0.16% of 300,000 active;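 active = inhibition over 29.93%, a cutoff 3 SD above the screen mean, later confirmed by dose response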;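 also: 0% = low Mg2+ inducing control and 100% = high Mg2+ repressing control; strong numbers were not always called active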
NS5 inhibitors – Dengue-2 NS5 methyltransferase inhibitors, primary screen, biochemical, confirmation dose response (AID 588689); Genome polyprotein (Dengue virus type 2 (strain 16681-PDK53)); Dengue-2 NS5 methyltransferase capping enzyme assay, biochemical; higher % means a stronger effect; inhibition, % at 25 µM, or IC50 in µM where a hit was titrated; 0.3% of 340,000 active; in the data active = a potency from the dose series
GPR55 LPI antagonism – GPR55 antagonists blocking LPI-driven arrestin recruitment, primary screen, imaging, U2OS, beta-arrestin-GFP, LPI agonist (AID 2013). G-protein coupled receptor 55 (Homo sapiens). U2OS GPR55 beta-arrestin-GFP translocation imaging, LPI antagonism; higher % means a stronger effect. inhibition, % at 10 µM; hits with a dose series show IC50 in µM. 0.13% of 290,000 active;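 active = spots per cell inhibited over 60%, with over 100 cells counted and total cytoplasm intensity under 500,000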;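 also: U2OS cells stably carrying GPR55 and arrestin-GFP stimulated by 5 µM LPI near EC80; imaged beta-arrestin-GFP aggregate spots per cell after agonist stimulation; plate controls were LPI-stimulated DMSO wells for no effect and DMSO wells without LPI for full effect; some results filed as inactive read as strong as hits; confirmed hits need IC50 under 10 µM and bright autofluorescent wells are also inconclusive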
NS5 inhibitors pilot replicate – second read-out of NS5 inhibitors, no call of its own (marks repeat the call); inhibition, %; measured here: pilot screen replicate inhibition
* marks the source's active call; other numbers are inactive results; . = no result given. Some of the compounds tested (hit frequency here may not be typical).

SMILES	HIV fusion peptide	Rac1 GTP hydrolysis	K1F lysis inhibition	GPR35 antagonists	SV40 large T antigen	RSV CPE inhibition	Salmonella PhoP GFP	NS5 inhibitors	GPR55 LPI antagonism	others
Cc1ncc([N+](=O)[O-])n1CCOC(N)=O	-0.4%	4%	0.1%	8%	1%	-0.4%	-1%	-4%	9%
CCP(=S)(CC)c1ccc(N(C)C)cc1	0.2%	1%	0.8%	1%	17%	0.3%	1%	6%	5%
Cc1cc(OC(=O)c2ccco2)c2c3c(c(=O)oc2c1)CCCC3	0.5%	8%	0.6%	4%	3%	50%	-9%	-6%	12%
COc1ccc(C(O)P(=O)(Oc2ccccc2)Oc2ccccc2)cc1 (stereo unspecified)	-1.2%	3%	0.2%	12%	5%	1.8%	0%	-5%	9%
Cc1cc(=O)oc2cc(OCC(=O)N3C[C@H]4C[C@@H](C3)c3cccc(=O)n3C4)ccc12	0.0%	3%	0.3%	15%	4%	2.2%	0%	-9%	4%
CCN(CC)C(=O)c1ccc(NC(=O)COc2ccc(-c3nn(C)c(=O)c4ccccc34)cc2)cc1	1.1%	5%	0.4%	-20%	7%	11%	-1%	-5%	-8%
O=C(CCn1nc(-c2ccc(Cl)cc2)ccc1=O)N1CCC2(CC1)OCCO2	1.4%	-3%	0.0%	-1%	17%	2.8%	-7%	-2%	-15%
S=C1Nc2ccccc2Sc2ccccc21	-0.8%	5%	-0.8%	18%	16%	-1.2%	1%	-15%	9%
Cc1cccc(-n2c(C)nc3ccccc3c2=O)c1C	-1.8%	3%	0.0%	12%	6%	0.3%	-5%	6%	3%
COc1ccc(-n2c(O)c(/C=C/C=Nc3ccccc3)c(=O)[nH]c2=O)cc1	142%	3%	2.6%	7%	3%	1.3%	-127%	0%	10%
O=C(NCCCn1ccnc1)C(Cl)(Cl)Cl	1.2%	3%	0.0%	1%	9%	1.0%	7%	-5%	9%
O=P(Nc1ccccc1Cl)(c1ccccc1)c1nc2c(s1)CCCC2 (stereo unspecified)	-0.2%	9%	0.8%	8%	-1%	4.8%	-5%	3%	2%	NS5 inhibitors pilot replicate=1.8
COc1ccc(Br)cc1CNCCc1ccc2c(c1)OCO2	.	15%	2.6%	.	6%	-3.1%	.	-2%	.
C=CCn1cc(C=C2C(=O)N(C)C(=O)N(C)C2=O)c2ccccc21	7.0%	12%	0.0%	7%	5%	0.0%	-1%	-14%	9%
O=c1cccc2n1CC1CC2CN(c2nc(N3CCCCC3)nc(N3CCCCC3)n2)C1 (stereo unspecified)	-0.1%	3%	1.0%	8%	-1%	-3.4%	-7%	-3%	-2%
OCC1CO1 (stereo unspecified)	.	5%	2.4%	.	.	0.2%	.	-4%	.
CCCCOc1ccc(CN2CCN(CCO)CC2)cc1	1.1%	2%	8.6%	-10%	2%	-1.1%	6%	0%	0%
O=c1[nH]c(=O)n(Cc2ccc(F)cc2)c(O)c1C=NCCCO	-0.8%	4%	1.0%	-8%	28%	0.9%	-14%	-9%	6%
CN(C)C(=O)Oc1ccc2oc(=O)cc(-c3cc4ccccc4o3)c2c1	-0.1%	8%	0.3%	10%	9%	5.4%	0%	-4%	6%
COC(=O)C1=C(c2ccc(F)cc2OCc2ccccc2)C[C@@H]2CC[C@H]1N2C(=O)NCCOc1ccc(OC)cc1	.	7%	-0.3%	.	.	-0.7%	.	-2%	.
CCOc1ccc2oc(C(=O)NN3C(C)CCCC3C)c(C)c2c1 (stereo unspecified)	0.4%	16%	0.7%	8%	1%	5.4%	-6%	0%	17%
CN1C(=O)/C(=C\c2ccc(N3CCCCC3)o2)C(=O)NC1=S	151%	8%	0.3%	-12%	13%	0.0%	-1%	-44%	0%
COC(=O)C(C)Oc1cc(C)cc2oc(=O)c3c(c12)CCCC3 (stereo unspecified)	0.0%	5%	1.0%	-1%	4%	-0.1%	3%	3%	-14%
COc1ccc(N2C(=O)NC(=O)/C(=C/c3cccc(OC(=O)c4cccs4)c3)C2=O)cc1Cl	62%	.	.	11%	29%	0.2%	-12%	.	17%
C[C@@H](N)Cc1cnc[nH]1	.	7%	0.3%	.	14%	-0.5%	-7%	-5%	.
O=c1c2ccccc2nc(Cc2ccccc2)n1-c1ccc(O)cc1	0.8%	1%	-2.8%	-2%	2%	0.3%	-6%	2%	0%
CCC(=NCCCN(C)C)c1c(O)n(-c2ccc(OC)cc2)c(=O)[nH]c1=O	0.4%	-1%	0.2%	-20%	18%	-1.7%	-4%	-2%	4%
Cc1cc(N2CCOCC2)ccc1/C=C1\C(=O)NC(=O)N(c2ccccc2)C1=O	15%	19%	0.2%	13%	32%	3.2%	5%	27%	-12%

An excerpt from above in order of molecular weight, low to high.
SMILES	HIV fusion peptide	Rac1 GTP hydrolysis	K1F lysis inhibition	GPR35 antagonists	SV40 large T antigen	RSV CPE inhibition	Salmonella PhoP GFP	NS5 inhibitors	GPR55 LPI antagonism	others
OCC1CO1 (stereo unspecified)	.	5%	2.4%	.	.	0.2%	.	-4%	.
CCCCOc1ccc(CN2CCN(CCO)CC2)cc1	1.1%	2%	8.6%	-10%	2%	-1.1%	6%	0%	0%
COC(=O)C(C)Oc1cc(C)cc2oc(=O)c3c(c12)CCCC3 (stereo unspecified)	0.0%	5%	1.0%	-1%	4%	-0.1%	3%	3%	-14%
CN1C(=O)/C(=C\c2ccc(N3CCCCC3)o2)C(=O)NC1=S	151%	8%	0.3%	-12%	13%	0.0%	-1%	-44%	0%
O=c1[nH]c(=O)n(Cc2ccc(F)cc2)c(O)c1C=NCCCO	-0.8%	4%	1.0%	-8%	28%	0.9%	-14%	-9%	6%
C=CCn1cc(C=C2C(=O)N(C)C(=O)N(C)C2=O)c2ccccc21	7.0%	12%	0.0%	7%	5%	0.0%	-1%	-14%	9%
O=c1c2ccccc2nc(Cc2ccccc2)n1-c1ccc(O)cc1	0.8%	1%	-2.8%	-2%	2%	0.3%	-6%	2%	0%
CN(C)C(=O)Oc1ccc2oc(=O)cc(-c3cc4ccccc4o3)c2c1	-0.1%	8%	0.3%	10%	9%	5.4%	0%	-4%	6%
Cc1cc(N2CCOCC2)ccc1/C=C1\C(=O)NC(=O)N(c2ccccc2)C1=O	15%	19%	0.2%	13%	32%	3.2%	5%	27%	-12%
O=c1cccc2n1CC1CC2CN(c2nc(N3CCCCC3)nc(N3CCCCC3)n2)C1 (stereo unspecified)	-0.1%	3%	1.0%	8%	-1%	-3.4%	-7%	-3%	-2%
COc1ccc(N2C(=O)NC(=O)/C(=C/c3cccc(OC(=O)c4cccs4)c3)C2=O)cc1Cl	62%	.	.	11%	29%	0.2%	-12%	.	17%
COC(=O)C1=C(c2ccc(F)cc2OCc2ccccc2)C[C@@H]2CC[C@H]1N2C(=O)NCCOc1ccc(OC)cc1	.	7%	-0.3%	.	.	-0.7%	.	-2%	.
